PfHsp90 set2: growth inhibition of PfHsp90-expressing yeast, primary screen, antimalarial PfHsp90 inhibitor project, S. cerevisiae, BacTiter-Glo luminescence, single point, set 2 | BacTiter-Glo ATP, 48 h; yeast lacking PDR1 and PDR3 efflux regulators | inhibition, % at 9.4 µM | 310,000 compounds, 0.32% hits;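 active = every replicate shows inhibition above about 80%, whatever the replicate mean, limit read from the data; inconclusive = mean inhibition reaches the set limit but some replicate falls short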;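 note: 0% = DMSO neutral controls and 100% = 20 µM radicicol positive controls; yeast relying on Plasmodium falciparum Hsp90 in place of its own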
C-LANA FP: inhibitors of KSHV C-LANA binding to DNA, primary screen, biochemical, fluorescence polarization, FAM-LBS DNA, MBP-C-LANA, single point | AID 504423, 2011 | inhibition, % at 9 µM | 340,000 compounds, 0.078% hits;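 active = highest replicate inhibition at or above 60% at 9 µM, even if other replicates fall short; inactive = all replicates below 60% inhibition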;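 note: 0% = neutral control wells and 100% = 4 µM acridine orange control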
dFosB act: activators of delta FosB homodimer, primary screen, biochemical, fluorescence polarization, TAMRA-CDK5 oligo, single point | Protein FosB (Mus musculus), P13346 | purified delta FosB; percent of positive-control signal above neutral wells | activation, % at 25 µM | 340,000 compounds, 0.99% hits | AID 493131, 2011;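 active = mean activation above about 17%, with every replicate also reaching it, limit read from the data, passing the limit was not always enough; inconclusive = only one of the two conditions met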;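 note: fluorescence polarization rise as delta FosB binds a TAMRA Cdk5 AP-1 oligo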
Mot1-301 SUMO: yeast Mot1-301 growth rescue at high temperature, primary screen, SUMOylation pathway inhibitor project, S. cerevisiae, ATP luminescence, 38.5C | 320,000 compounds, 1% hits | S. cerevisiae Mot1-301 growth rescue; percent above DMSO median, 100 means doubled | growth rescue, % at 18.8 µM;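 active = every valid replicate shows activation above 250% relative to neutral control wells; inactive = the rest, any valid replicate at or below 250%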;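 note: OY570 slx delta 5 strain wells were the positive control but not used for scaling; some compounds called inactive have numbers as strong as hits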
NSD2 inh: NSD2 histone methyltransferase inhibitors, primary screen, biochemical, AlphaScreen, single concentration, set 2. Histone-lysine N-methyltransferase NSD2 (Homo sapiens), O96028. NSD2 peptide methylation, 120 min. inhibition, % at 12.5 µM. 310,000 compounds, 0.54% hits; in the data active = inhibition above about 50%
cardiac RTF act: cardiac RTF calcium sensitivity activators, primary screen, biochemical, IANBD-TnC fluorescence, EC20 calcium | 340,000 compounds, 0.24% hits | activation, % at 7.2 µM | IANBD-labeled TnC RTF fluorescence at EC20 calcium; 0% EC20 calcium, 100% full calcium | Troponin I, cardiac muscle (Homo sapiens) + Troponin T, cardiac muscle (Homo sapiens) + …;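 active = activation above the mean over all tested compounds plus 3 SD, cut at about 30% in these data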;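 note: rise in fluorescence read as greater calcium sensitivity of cardiac thin filaments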
CDK5 inh: inhibitors of human CDK5/p35 kinase, primary screen, biochemical, single concentration; Recombinant CDK5/p35, ADP-Glo luminescence, 60 min; AID 488839, 2010; inhibition, % at 10 µM; 330,000 compounds, 0.01% hits;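 active = highest replicate inhibition of at least 50% and at least 75% of replicates reaching 50%; inconclusive = only one of the two criteria met; inactive = both criteria failed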;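 note: plate controls were DMSO neutral control for no effect and GW8510 at 10 µM for full effect; many of its hits are not listed in these tables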
RTF Ca sens inh: cardiac RTF calcium sensitivity inhibitors, primary screen, biochemical, IANBD-TnC fluorescence, EC70 calcium; AID 493244, 2011; 340,000 compounds, 0.12% hits; inhibition, % at 7.15 µM; IANBD-labeled cardiac RTF, Ca2+ fluorescence;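 active = inhibition above the mean inhibition of all tested compounds plus 3 SD, cut at about 17% in these data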;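 note: assay run at fixed EC70 calcium of 1.6 mM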
Rtt109 Vps75: inhibitors of C. albicans Rtt109/Vps75 HAT, primary screen, biochemical, ThioGlo CoA-SH fluorescence, plate reader; purified Rtt109/Vps75, 4 h; 330,000 compounds, 0.16% hits; Histone acetyltransferase RTT109 (Candida albicans (strain SC5314 / ATCC MYA-2876)), …; inhibition, % at 34.9 µM; AID 540336, 2011;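 active = inhibition of at least 50% in every replicate; inconclusive = best replicate reaches 50% inhibition but some replicates fall short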
Target sequence (Q5AAJ8 whole entry, looked up): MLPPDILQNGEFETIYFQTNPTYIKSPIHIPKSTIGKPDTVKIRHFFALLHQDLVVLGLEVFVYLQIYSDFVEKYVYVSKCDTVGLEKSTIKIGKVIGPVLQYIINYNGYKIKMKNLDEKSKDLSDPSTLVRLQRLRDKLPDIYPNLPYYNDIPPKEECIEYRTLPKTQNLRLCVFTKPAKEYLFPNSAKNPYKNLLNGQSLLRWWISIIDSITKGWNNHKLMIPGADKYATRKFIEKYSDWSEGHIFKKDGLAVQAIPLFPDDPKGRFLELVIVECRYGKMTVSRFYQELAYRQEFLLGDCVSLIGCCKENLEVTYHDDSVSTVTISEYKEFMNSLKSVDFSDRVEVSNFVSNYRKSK
PvdQ inh: P. aeruginosa PvdQ acylase inhibitors, primary screen, biochemical, fluorescence, plate reader and imaging, single point. purified PvdQ acylase. inhibition, % at 10 µM. 340,000 compounds, 0.063% hits. AID 488965, 2010; in the data active = inhibition above about 30%, passing the limit was not always enough; inconclusive = no clear call, values can overlap the other calls;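 note: 0% = vehicle neutral wells and 100% = reference inhibitor wells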
Keap1-Nrf2 PPI: Keap1-Nrf2 protein-protein interaction inhibitors, primary screen, biochemical, fluorescence polarization, single point; 340,000 compounds, 0.15% hits; Keap1 Kelch-Nrf2 peptide fluorescence polarization, 1536-well; Kelch-like ECH-associated protein 1 (Homo sapiens), Q14145; inhibition, % at 9.4 µM; in the data active = inhibition above about 12%; inconclusive = no clear call, values can overlap the other calls; inactive = below about 7.3%;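 note: human Keap1 Kelch domain with fluorescein labeled Nrf2 9mer peptide probe; 0% = neutral control wells and 100% = peptide positive control; higher means more block of Keap1 binding to Nrf2 peptide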
Target sequence (Q14145 whole entry, looked up, the tested form may be a part): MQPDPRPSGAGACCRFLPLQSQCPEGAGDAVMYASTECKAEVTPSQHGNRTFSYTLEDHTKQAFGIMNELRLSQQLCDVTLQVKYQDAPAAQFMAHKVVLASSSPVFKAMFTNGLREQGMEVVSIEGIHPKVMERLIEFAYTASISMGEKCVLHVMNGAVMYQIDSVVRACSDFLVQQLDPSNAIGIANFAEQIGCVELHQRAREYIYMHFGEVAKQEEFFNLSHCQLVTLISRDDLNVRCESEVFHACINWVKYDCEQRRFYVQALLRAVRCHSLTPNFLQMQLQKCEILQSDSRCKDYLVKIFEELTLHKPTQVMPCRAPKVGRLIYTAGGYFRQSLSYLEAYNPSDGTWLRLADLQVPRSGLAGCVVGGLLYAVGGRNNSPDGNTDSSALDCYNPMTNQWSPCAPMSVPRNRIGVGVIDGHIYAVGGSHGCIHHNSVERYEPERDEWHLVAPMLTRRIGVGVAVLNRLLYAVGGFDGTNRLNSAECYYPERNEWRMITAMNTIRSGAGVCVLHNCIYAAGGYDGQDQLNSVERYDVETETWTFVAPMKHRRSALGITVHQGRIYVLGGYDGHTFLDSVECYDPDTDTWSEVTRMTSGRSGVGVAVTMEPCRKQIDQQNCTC
The depositor's hits bear a star; ? = inconclusive; / = not tested or not shown.

#	smiles	PfHsp90 set2	C-LANA FP	dFosB act	Mot1-301 SUMO	NSD2 inh	cardiac RTF act	CDK5 inh	RTF Ca sens inh	Rtt109 Vps75	PvdQ inh	Keap1-Nrf2 PPI
1	O=C(c1ccc(F)cc1F)N1CCCC(c2nc(-c3ccc(F)cc3)no2)C1 (stereo not given)	22	1.2	-3	18	-4	-3	3.6	0	4	6	-7
2	CC(C)C[C@H]1COCCS(=O)(=O)N1Cc1cccc(Cl)c1	/	0.0	-10	34	/	-5	0.7	-3	9	-9	4
3	Cc1ccc(C2C3=C(CC(C)(C)CC3=O)N=C3c4ccccc4C(=O)C32)cc1 (stereo not given)	-12	-1.6	-8	-14	3	-6	1.1	2	1	-2	-7
4	COC(=O)c1ccc(NC(=O)Nc2ccc(F)cc2)cc1	16	3.7	-3	-3	-1	-7	0.4	-14	3	-11	-6
5	CCc1nnc(NS(=O)(=O)c2ccc(NC(=O)c3cccc(Cl)c3)cc2)s1	-50	-1.1	-8	-7	2	5	-0.1	-9	15	-12	-4
6	COc1ccc(NS(=O)(=O)c2cc(NC(=O)C3CC3)ccc2N2CCOCC2)cc1	-12	-0.8	-5	-8	1	1	-0.5	-1	4	-9	-1
7	COc1ccc(NC(=O)NNC(=O)c2ccc(Cl)cc2Cl)cc1OC	-7	-0.5	-4	-25	-6	0	-0.2	2	11	-10	-1
8	CCOc1ccc(NC(=O)CN2C(=O)C3CCCN3C2=O)cc1 (stereo not given)	-10	1.5	-11	3	/	9	1.1	-2	12	7	-2
9	Cc1ccc2c(Cl)cc(Cl)c(OCC(=O)Nc3cccc(S(=O)(=O)N(C)C)c3)c2n1	-29	0.7	-11	12	-2	-1	0.3	-5	-2	-11	-2
10	Fc1cccc(Cl)c1CNc1ccc(N2CCCC2)cc1	-9	0.0	0	147	16	-2	0.2	-4	-5	-13	1
11	CC(=O)Nc1ccc(S(=O)(=O)N(C2=NCC(C)S2)c2ccccc2)cc1 (stereo not given)	-4	-0.1	-13	1	/	2	-0.5	-3	5	-6	-7
12	OCC[C@H]1C[C@H](O)[C@@H](O)[C@@]2(Cc3ccccc3CCO2)O1	-14	0.7	5	-10	/	3	0.2	-2	-8	-2	-2
13	O=C(NNS(=O)(=O)c1ccc(F)cc1)c1cccc(O)c1	-14	3.0	-2	-4	-3	0	0.1	-8	1	-9	8
14	CCCCCn1c(=O)c(F)cn(Cc2ccc(OC)c([N+](=O)[O-])c2)c1=O	/	-0.8	-6	-8	-1	2	-0.5	5	21	-6	-3
15	CN(CC1CCN(CCc2cccc(C(F)(F)F)c2)CC1)C(=O)c1ccc(F)cc1F	5	-1.0	-12	39	1	4	1.0	-4	-7	-16	-3

#	smiles	PfHsp90 set2	C-LANA FP	dFosB act	Mot1-301 SUMO	NSD2 inh	cardiac RTF act	CDK5 inh	RTF Ca sens inh	Rtt109 Vps75	PvdQ inh	Keap1-Nrf2 PPI
16	Cc1cc(C(=O)N(C)C)sc1-c1ccccc1	-15	-0.2	-3	-8	0	-5	-1.2	-20	-5	-12	-3
17	Cc1nc2ccc(NC(=O)Cc3ccc(Br)cc3)cc2s1	-88	-8.4	6	1	/	3	0.5	-5	2	3	5
18	COc1ccc2[nH]c(C(=O)N3CCNCC3)cc2c1OC	1	-0.5	6	/	0	-4	-0.7	1	11	1	-2
19	c1ccc(CSCCc2ccncc2)cc1	-10	0.6	-1	-13	-4	3	0.1	-2	-7	2	-4
20	CC(=O)Oc1ccc(C(=O)[C@H]2[C@H]3C(=O)N(c4ccc(C)cc4)C(=O)[C@H]3[C@@H]3C=CC=NN32)cc1	4	2.4	11	0	3	-5	1.4	-15	11	1	2
21	CC1CCN(C(=O)c2nc[nH]c2C(=O)O[C@H](C)c2ccccc2)CC1	-5	1.2	4	24	/	-7	1.9	-13	1	-14	-4
22	Cc1ccc(CNC(=O)COc2cc(O)c3c(c2)OC(C)(C)CC3=O)cc1	-13	-0.7	-6	61	/	8	1.7	1	2	-6	-2
23	O=C1c2ccccc2C(=O)N1CC(O)CN1CCOCC1 (stereo not given)	-8	1.0	3	-26	/	9	-1.2	-4	-1	-4	2
24	Cc1ccccc1-c1ncc(CN2CCN(C3CCCC3)C(CCO)C2)cn1 (stereo not given)	3	-0.9	-6	-6	0	1	-1.6	-19	-4	-13	-5
25	Cc1cccc(CN2C3=NCCCN3c3ccccc32)c1	-8	0.9	-6	37	0	0	-1.0	5	3	-6	5
26	Cc1ccc(S(=O)(=O)N(CC2CO2)c2cc(Cl)ccc2Cl)cc1 (stereo not given)	24	0.8	-8	6	-5	-1	-0.8	-1	-3	-7	-1
27	CCOc1ccc(NC(=O)CN2CCN(CC(=O)Nc3ccc4c(c3)OCCO4)CC2)cc1	5	-1.3	0	4	-2	1	-0.1	-1	5	4	2
28	Nc1c(S(=O)(=O)c2ccccc2)c2nc3ccccc3nc2n1Cc1ccco1	-1	8.3	?	-12	-2	22	-1.1	-40	-78	1	-7
29	COc1ccc2cc(C(C)c3nc4ccccc4c(=O)n3N)ccc2c1 (stereo not given)	20	-0.3	-5	261	-1	-5	1.2	-1	-2	11	0
30	CCc1c(C)nc2ncnn2c1N1CCC(C(=O)N2CCN(c3ccc(F)cc3)CC2)CC1	9	0.7	-7	-17	-1	2	0.4	-7	-2	-6	6

#	smiles	PfHsp90 set2	C-LANA FP	dFosB act	Mot1-301 SUMO	NSD2 inh	cardiac RTF act	CDK5 inh	RTF Ca sens inh	Rtt109 Vps75	PvdQ inh	Keap1-Nrf2 PPI
31	COC(=O)c1ccccc1S(=O)(=O)N1CCC(C(=O)Nc2ccccc2N2CCOCC2)CC1	/	0.7	-3	/	0	0	1.2	4	-2	-9	-2
32	COc1ccc(CCNC(=O)/C(C#N)=C/c2ccc(OCC(=O)NCC3CCCO3)cc2)cc1OC (stereo not given)	-12	-0.3	1	-21	0	-2	3.6	4	-7	35*	1
33	CCCCC1CC(CSc2ncn[nH]2)OC1=O (stereo not given)	/	0.7	-1	-5	-1	10	-1.4	9	-10	-19	1
34	NS(=O)(=O)c1ccc(O)c(N2C(=O)c3cccc4c(C(=O)O)ccc(c34)C2=O)c1	3	-0.1	-9	4	46	0	-0.5	-27	-6	-6	-5
35	CC1CCCCN1CCn1c(=S)[nH]c2cc3c(cc2c1=O)OCO3 (stereo not given)	/	/	2	53	/	3	0.2	-13	0	-16	/
36	O=C(O)c1c(C(=O)O)c(-c2ccc(F)cc2)n2c1CCC2	3	-0.1	9	499*	0	-5	0.1	2	-1	-5	3
37	Cc1c(N2C(=O)c3cccc4cccc(c34)C2=O)cnn1C	-3	-2.0	10	-14	-1	1	0.6	2	13	4	2
38	C#CCNC(=O)C(C)c1ncc(C(F)(F)F)cc1Cl (stereo not given)	20	0.0	-4	8	-3	11	-0.8	-6	13	5	-2
39	Cc1cc2nc(-c3cccc(NC(=O)c4ccc(Br)o4)c3C)oc2cc1C	14	1.7	5	11	-5	6	-0.8	-2	-8	-13	-11
40	Cn1ncc(Br)c1C(=O)N1CCCC1	/	0.9	3	-4	-1	0	4.2	-1	-4	4	-4
41	CN(C)/C=N/c1c(C#N)cnn1-c1ccccc1	5	0.0	6	1	0	3	0.8	-6	-7	-11	-6
42	CCC(CC)C1=NN2C(=N)/C(=C\c3cc(C)n(-c4cccc(C)c4)c3C)C(=O)N=C2S1	-34	0.4	-11	4	5	-5	-6.4	-4	3	-28	-4
43	Cc1cc(/C=C2\SC(=S)N(Cc3ccco3)C2=O)c(C)n1-c1cccnc1	33	7.2	-11	/	23	89*	0.1	-86	-11	11	-3
44	CCc1c(C)nc2c(C#N)c(C)[nH]n2c1=O	2	-0.4	4	-13	1	-13	0.7	1	25	8	-5
45	CCOC(=O)N1CCN(C(=O)c2ccc3c(=O)n(Cc4ccccc4)c(=S)[nH]c3c2)CC1	26	0.6	-4	15	-3	5	0.6	9	10	1	-3
46	Cc1sc2ncn(CC(=O)N3CCCC(C)C3)c(=O)c2c1S(=O)(=O)N1CCCCC1 (stereo not given)	11	-0.3	-7	8	-3	-3	0.5	-5	-3	-3	6
47	CC(C)C(=O)Nc1cccc(C(=O)Nc2ccc(S(=O)(=O)Nc3nccs3)cc2)c1	15	-0.8	-7	-5	-2	-5	1.6	4	1	-12	-1

Single records, as listed above. Order of screens: PfHsp90 set2, C-LANA FP, dFosB act, Mot1-301 SUMO, NSD2 inh, cardiac RTF act, CDK5 inh, RTF Ca sens inh, Rtt109 Vps75, PvdQ inh, Keap1-Nrf2 PPI
`COC(=O)c1ccccc1S(=O)(=O)N1CCC(C(=O)Nc2ccccc2N2CCOCC2)CC1` reads /, 0.7, -3, /, 0, 0, 1.2, 4, -2, -9, -2
`Cc1ccc(S(=O)(=O)N(CC2CO2)c2cc(Cl)ccc2Cl)cc1` (stereo not given) reads 24, 0.8, -8, 6, -5, -1, -0.8, -1, -3, -7, -1
`O=C1c2ccccc2C(=O)N1CC(O)CN1CCOCC1` (stereo not given) reads -8, 1.0, 3, -26, /, 9, -1.2, -4, -1, -4, 2
`O=C(NNS(=O)(=O)c1ccc(F)cc1)c1cccc(O)c1` reads -14, 3.0, -2, -4, -3, 0, 0.1, -8, 1, -9, 8

An excerpt from above in order of the Rtt109 Vps75 value, high to low.
# | structure | Rtt109 Vps75
14 | CCCCCn1c(=O)c(F)cn(Cc2ccc(OC)c([N+](=O)[O-])c2)c1=O | 21
5 | CCc1nnc(NS(=O)(=O)c2ccc(NC(=O)c3cccc(Cl)c3)cc2)s1 | 15
17 | Cc1nc2ccc(NC(=O)Cc3ccc(Br)cc3)cc2s1 | 2
34 | NS(=O)(=O)c1ccc(O)c(N2C(=O)c3cccc4c(C(=O)O)ccc(c34)C2=O)c1 | -6
19 | c1ccc(CSCCc2ccncc2)cc1 | -7
43 | Cc1cc(/C=C2\SC(=S)N(Cc3ccco3)C2=O)c(C)n1-c1cccnc1 | -11
28 | Nc1c(S(=O)(=O)c2ccccc2)c2nc3ccccc3nc2n1Cc1ccco1 | -78

Screening results as filed in PubChem BioAssay.
